GPT2 inhibitor: Primary qHTS assay for inhibitors of Glutamate pyruvate transaminase 2 (GPT2) | hit rate 0.25% among 100,000 | Alanine aminotransferase 2 (Homo sapiens), Q8TD30 | AID 1671188, 2021 | Potency, µM (titrated, usually from 57.7 µM), for inactives: top-dose activity change, negative = inhibition, hits mostly inhibitors | Recombinant GPT2, coupled pyruvate oxidase/HRP Amplex Red fluorescence; note: potency is the fitted concentration of half-maximal effect; nearly all actives have a fitted effect of over 60% in size; many of its hits are not listed in these tables
Target sequence (Q8TD30 whole entry, looked up): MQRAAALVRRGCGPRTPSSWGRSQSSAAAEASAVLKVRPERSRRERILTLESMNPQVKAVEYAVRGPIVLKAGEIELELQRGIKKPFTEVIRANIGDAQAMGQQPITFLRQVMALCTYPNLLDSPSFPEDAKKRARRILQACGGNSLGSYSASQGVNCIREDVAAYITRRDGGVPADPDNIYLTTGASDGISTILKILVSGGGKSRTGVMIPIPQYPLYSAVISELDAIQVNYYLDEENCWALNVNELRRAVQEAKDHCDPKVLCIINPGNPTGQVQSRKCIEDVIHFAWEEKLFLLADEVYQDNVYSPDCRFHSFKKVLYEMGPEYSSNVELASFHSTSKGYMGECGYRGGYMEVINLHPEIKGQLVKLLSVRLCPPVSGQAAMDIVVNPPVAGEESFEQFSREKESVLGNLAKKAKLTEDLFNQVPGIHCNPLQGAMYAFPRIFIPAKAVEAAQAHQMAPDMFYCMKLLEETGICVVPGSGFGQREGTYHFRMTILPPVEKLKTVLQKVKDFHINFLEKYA
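GPT2 10ng/uL, a-KG 250uM, L-Ala 2mM, HEPES pH7.5 + 0.0001% Tween; 30 min RT. Then Amplex mix (PO/HRP/ThPP), 30 min RT dark, fluorescence. AOA 50uM used as positive control.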
FLuc inh: Firefly luciferase inhibition profiling of diverse chemical library using quantitative high-throughput screening | Luciferin 4-monooxygenase (Photinus pyralis), P08659 | purified P. pyralis luciferase, luminescence, biochemical | Potency, µM (titrated, usually from 115 µM), inactives show top-dose activity change, negative = inhibition, actives largely listed as inhibitors | hit rate 2.5% among 76,000 | AID 1347043, 2019; note: potency is the fitted concentration of half-maximal effect; nearly all actives have a fitted effect of over 65% in size
Target sequence (P08659 whole entry, looked up): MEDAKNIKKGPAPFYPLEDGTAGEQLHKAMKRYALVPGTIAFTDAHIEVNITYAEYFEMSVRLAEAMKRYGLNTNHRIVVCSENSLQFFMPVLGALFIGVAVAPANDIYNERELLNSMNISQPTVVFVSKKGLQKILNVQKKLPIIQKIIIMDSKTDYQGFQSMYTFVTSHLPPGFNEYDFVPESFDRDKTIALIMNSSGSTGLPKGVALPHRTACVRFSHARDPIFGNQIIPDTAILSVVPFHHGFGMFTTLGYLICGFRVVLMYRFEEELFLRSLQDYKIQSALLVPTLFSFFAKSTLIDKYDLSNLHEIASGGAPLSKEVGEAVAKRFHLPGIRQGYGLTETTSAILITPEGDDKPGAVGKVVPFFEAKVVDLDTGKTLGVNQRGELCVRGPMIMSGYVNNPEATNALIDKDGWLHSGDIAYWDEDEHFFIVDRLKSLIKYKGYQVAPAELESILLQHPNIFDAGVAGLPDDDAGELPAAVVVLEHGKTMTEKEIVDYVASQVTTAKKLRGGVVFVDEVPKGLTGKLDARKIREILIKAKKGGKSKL
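Cell-free enzyme assay, 10nM P. pyralis luciferase, luciferin and ATP each at 10uM. Inhibition profiled over a 6-point titration, read as luminescence.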
NIH3T3 tox: Cytotoxic Profiling in NIH 3T3 Cell Line of Diverse Libraries Using Quantitative High-Throughput Screening; AID 1345082, 2018; hit rate 4.3% among 94,000; NIH 3T3 viability, CellTiter-Glo ATP luminescence, 48-72 h; Potency, µM (top dose mostly 96.7 µM), inactives show top-dose activity change, negative = cytotoxicity, most hits filed as inhibitors; note: potency is the fitted concentration of half-maximal effect; nearly all actives have a fitted effect of over 55% in size
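First NIH 3T3 cells are plated at 400 cells/well; next compound is pinned in; then plates incubate 48 or 72 hr at 37 °C; finally CellTiter-Glo is added and luminescence read after 10 min.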
IP6K1 inhibitor: Primary qHTS assay for small molecule inhibitors of Inositol hexaphosphate kinase 1 (IP6K1); Inositol hexakisphosphate kinase 1 (Homo sapiens), Q92551; IP6K1 kinase, ADP-Glo luminescence, 2 h; stronger effect = lower value; activity change, % (series mostly up to about 58 µM); hit rate 0.81% among 140,000; in the data active = activity change below about -25%
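ADP-Glo luminescence measures ADP made by human IP6K1 during a 2 h RT reaction with ATP/IP6 (mix at 1.3 mM/130 uM); top library doses 57.5 and 19.1 uM final.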
SNCA expr inh: Primary qHTS assay for inhibitors of alpha-synuclein gene (SNCA) expression; hit rate 0.17% among 140,000; HEK-293 SNCA-luciferase knock-in, luminescence, 24 h; Potency, µM (titrated, usually from 57.2 µM), inactives show top-dose activity change, negative = inhibition, most hits filed as inhibitors;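 note: potency is the fitted concentration of half-maximal effect; plate controls were DMSO cells for no effect and cell-free wells for full effect; nearly all actives have a fitted effect of over 45% in size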
HEK cytotox: Cytotoxic Profiling in HEK 293 Cell Line of Diverse Libraries Using Quantitative High-Throughput Screening | HEK 293 viability, ATP luminescence (CellTiter-Glo), 48-72 h | Potency, µM (highest dose often 115 µM), inactives show top-dose activity change, negative = cytotoxicity, usual class: inhibitors | hit rate 6.6% among 94,000 | AID 1345083, 2018; note: potency is the fitted concentration of half-maximal effect; nearly all actives have a fitted effect of over 60% in size
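Luminescence from cellular ATP, measured with CellTiter-Glo, indicates HEK 293 viability. Cells plated at 250 cells/well are treated with compound for 48 or 72 hr at 37 degree Celsius before reagent addition.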
SNCA viab count: GF-AFC viability counterscreen for inhibitors of alpha-synuclein gene (SNCA) expression | HEK-293-SNCA-luc viability, GF-AFC fluorescence, 24 h | Potency, µM (top dose mostly 57.1 µM), for inactives: at the top dose activity change, negative = cytotoxicity, hits mostly cytotoxic | hit rate 0.12% among 150,000 | AID 1671193, 2021;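 note: potency is the fitted concentration of half-maximal effect; 0% = DMSO-treated cells and -100% = medium-only wells without cells; nearly all actives have a fitted effect of over 30% in size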
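HEK-293-SNCA-luc cells (1500/well) plated 24 h, then exposed 24 h to a dilution series; GF-AFC added 30 min at 37C, fluorescence 405/540 nm; normalised to medium-only and DMSO wells, Hill fit.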
Starred values were filed as active, the others as inactive; i = inactive; ? = inconclusive; nt = no result given; [ ] = remark or other dose. Unless noted, calls come from the whole dose curve; as a rule, active = well fitted curve in the direction sought with a large enough effect; inconclusive = small, poorly fitted or top-dose-only effect, or another doubt; inactive = no such curve, though single readings can be large; an effect the other way counts as inactive or inconclusive. Unless noted, % is set by controls: 0 for no effect and ±100 for the full control effect. This is a random part of the collection; overall some 7.7% were active at least once.

SMILES	GPT2 inhibitor	FLuc inh	NIH3T3 tox	IP6K1 inhibitor	SNCA expr inh	HEK cytotox	SNCA viab count
CN(C)C[C@@H]1CN(c2ccccn2)C[C@H]1NC(=O)Cc1ccsc1	-7%	1%	1%	1	27%	i	-5%
COc1ccc(CN2CCN(c3nc4ccccc4o3)CC2CCO)cc1C (centres undefined)	-2%[11.5 µM]	?	?	-10	47%[activator]	35µM*	-11%
CCn1ccc2ccc(CN3CCCC(O)(CN4CCCC4)C3)cc21 (centres undefined)	i	-8%	?	16	2%	?	-16%
O=C(Nc1cc(C(F)(F)F)cc(C(F)(F)F)c1)c1cc(Cl)ccc1O	i	nt	nt	16	?	nt	?
Cc1ccc(CNC(=O)Cc2ccc(NC(=O)N3CCSc4ncccc43)cc2)cc1	nt	nt	nt	13	-4%	nt	1%
CCN1CC2(CCN(C(=O)c3cccc(Cn4cccn4)c3)CC2)OC1=O	i	-9%	-21%	-4	-15%	-12%	16%
CC(C)(C)C(=O)N[C@@H](Cn1ccc(=O)[nH]c1=O)C(=O)O	-11%[88.5 µM]	3%[230 µM]	i	26	-13%[87.6 µM]	i	-13%[87.6 µM]
Cc1ccccc1NC(=O)N1CCC(CCNC(=O)C2(c3ccccc3)CC2)CC1	-8%	0%	-20%	-3	2%	?	-1%
CCOCc1nc(C2CCCN2C(=O)Nc2ccccc2F)no1 (centres undefined)	i	-8%	-4%	-15	2%	?	-1%
O=C(Cn1ccn2nc(-c3ccc(F)cc3)c(CO)c2c1=O)Nc1ccc2c(c1)OCO2	2%	-2%	-2%	25	7%	-1%	7%
COC[C@@H]1CN(C(=O)CCc2ccc(OC)cc2)C[C@H]1C(N)=O	i	6%	-3%	0	7%	2%	-6%
O=C(C1CCCN1C(=O)c1cccc(Cl)c1)N1CCCC(c2nc3ncccc3[nH]2)C1 (centres undefined)	i	nt	-14%	-4	-6%	i	-10%
O=C(CCc1ccc(=O)[nH]n1)N1CCC2(CCCNC2=O)C1 (centres undefined)	-17%	-1%	-3%	-4	1%	-10%	-1%
Cc1ccccc1OCc1nnc(SCc2cc(=O)c3cccc(F)c3[nH]2)n1C	nt	nt	nt	9	1%	nt	-7%
O=C(Nc1ccccc1F)N1CCN(c2ccc3nnc(-c4ccccc4)n3n2)CC1	nt	nt	?	6	nt	-18%	nt
O=S(=O)(Cc1ccccc1)N1CCC2(CCCCO2)CC1	-12%	0%	-23%	2	-5%	?	-9%
Cc1cccc(-n2c(=O)c3c(cc(C)n3C)n(CC(=O)Nc3c(C)cccc3C)c2=O)c1	2%	3%	4%	-5	-16%	7%	-27%
CCn1nccc1C(=O)N1C[C@@H](Oc2cccnc2)C[C@H]1C(=O)NC	i	7%	-1%	0	13%	i	5%
Cc1ccc2c(c1)-c1onc(C(=O)N3CCN(c4cc(Cl)ccc4C)CC3)c1CO2	nt	nt	nt	-10	28%	nt	-3%
Cc1ccc(C(=O)N2CC(C(=O)NC3CCCCC3)C3(CCOCC3)C2)cc1 (centres undefined)	i	-3%	-6%	12	32%[activator]	-12%	-4%

Single records, from the list above:
Cc1ccc(CNC(=O)Cc2ccc(NC(=O)N3CCSc4ncccc43)cc2)cc1 reads GPT2 inhibitor: nt; FLuc inh: nt; NIH3T3 tox: nt; IP6K1 inhibitor: 13; SNCA expr inh: -4%; HEK cytotox: nt; SNCA viab count: 1%
CCn1nccc1C(=O)N1C[C@@H](Oc2cccnc2)C[C@H]1C(=O)NC reads GPT2 inhibitor: i; FLuc inh: 7%; NIH3T3 tox: -1%; IP6K1 inhibitor: 0; SNCA expr inh: 13%; HEK cytotox: i; SNCA viab count: 5%

Next part.
SMILES	GPT2 inhibitor	FLuc inh	NIH3T3 tox	IP6K1 inhibitor	SNCA expr inh	HEK cytotox	SNCA viab count
CCC(=O)c1ccc2c(c1)N(CCCN(C)C)c1ccccc1S2	i	nt	nt	-8	0%	nt	-9%
Cn1c(=O)n(C)c2cc(CNCc3ccccc3)ccc21	nt	nt	nt	9	20%	nt	-12%
COc1ccc(C(=O)N2CCN(c3nnc4ccc(Cl)cn34)CC2)cc1	i	-17%	1%	12	-1%	i	1%
CSc1cccc(NS(=O)(=O)c2ccc3[nH]cc(C(=O)N4CCCCCC4)c(=O)c3c2)c1	nt	nt	nt	-9	2%	nt	-7%
CCN(CC)S(=O)(=O)c1ccc(C(=O)NCCSc2c(-c3ccc(F)cc3)[nH]c3ccccc23)cc1	nt	nt	nt	0	-16%	nt	3%
O=C(NCCOc1ccccc1)C1CNCCO1 (centres undefined)	0%	11%	-4%	11	14%	-13%	0%
C[C@]12CCC(=O)C=C1[C@@H](O)C[C@@H]1[C@@H]2[C@@H](O)C[C@@]2(C)[C@H]1CC[C@]2(O)C(=O)CO	i	nt	nt	0	nt	nt	4%
O=[S+]([O-])(c1cccs1)N1CCN(c2nc3ncccc3o2)CC1	2%	9%	-13%	-6	5%	-21%	19%
CN1CCc2c([nH]c3ccccc23)C12CCN(C(=O)c1ccncc1)CC2	i	-11%	-20%	-5	41%	-5%	-14%[12.5 µM]
CCCc1nc(C(=O)N2CCOCC(O)(CN3CCCC3)C2)cs1 (centres undefined)	?	-2%	-6%	40	-7%	-25%	-5%
CCCCCC(=O)N1CC(=O)N(CCCc2ccccc2)CC(O)C1 (centres undefined)	nt	nt	-19%	0	nt	?	nt
Cc1cc(=O)n(CC(=O)Nc2ccc(F)cc2)c(N2CCC(C)CC2)n1	-9%	6%	?	15	-14%	?	-3%
CCOc1ccccc1NC(=O)C(=O)c1cc(C)n(-c2cccc(C)c2C)c1C	nt	nt	nt	-7	5%	nt	13%
O=S(=O)(Nc1cc(F)ccc1F)c1ccc2[nH]c3c(c2c1)CCCC3	nt	nt	nt	-9	-26%	nt	-15%
Cc1ccc(CNC(=O)N2CCC(CN3CCC(C)CC3)CC2)cc1	nt	nt	nt	0	45%	nt	-1%
CCN1C(=O)CCC2(C(=O)NCc3ccc(OC)c(OC)c3)CCCC=C12 (centres undefined)	-11%	-4%	i	8	-4%	3%	8%
Cc1csc(Nc2ccc3ncn(C)c(=O)c3n2)n1	-17%[88.5 µM]	-25%[230 µM]	?	1	69%[activator][87.6 µM]	?	-23%[87.6 µM]
COc1ccc(C(=O)NCc2nnc3ccc(-c4ccc(C)cc4)nn23)cc1F	i	4%	-24%	-5	2%	?	-16%
Cc1cc(C(=O)NCc2ccccc2)c2c(C)nn(-c3cccc(F)c3)c2n1	nt	nt	nt	15	-9%	nt	-4%
Cc1nn2c(c1-c1ccccc1C(C)C)N(C(=O)c1cnccn1)CCC2	-4%[88.5 µM]	-2%[172 µM]	?	14	13%[87.6 µM]	-10%[172 µM]	7%[87.6 µM]
CCOC(=O)Cn1c(=O)n(CC2CCCO2)c2nc(-c3cccc(C)c3)nc(C(N)=O)c21 (centres undefined)	nt	nt	nt	6	29%	nt	9%
CCCN1Cc2cccc(C(=O)Nc3ccc(OC)cc3OC)c2C1=O	nt	nt	nt	25	-5%	nt	6%
COC(=O)CCC1(C)C(C(C)(C)O)C(O)CC2(C)Oc3c(C)c4c(c(OC)c3CC21)C(=O)OC4 (centres undefined)	i	nt	nt	4	nt	nt	1%[23.9 µM]
CCN1c2cc(C(=O)Nc3cccc(SC)c3)ccc2C(=O)N2CCCCCC21 (centres undefined)	i	-3%	22µM*	-1	?	22µM*	1%[12.5 µM]
COCCOc1ccc2c(n1)CCN(C(=O)CCC1CCCC1)C2	-3%	?	-25%	4	25%	?	-6%[12.5 µM]
CCc1nc(NC(=O)NCc2cccnc2)nn1C	4%	-4%	2%	11	-8%	4%	-13%
CN1C(C(=O)c2ccccc2)=C(OC(=O)c2ccc(Br)cc2)c2ccccc2S1(=O)=O	nt	nt	nt	18	7%	nt	-11%
COc1ccc(C2=NC(C)(C)N(CC(=O)Nc3cc(OC)cc(OC)c3)C2=O)cc1	nt	nt	nt	23	-20%	nt	-5%
O=C(c1cccc(F)c1)N1CCCC(Cc2noc(-c3ccncc3)n2)C1 (centres undefined)	i	8%	-16%	0	1%	-18%	-16%
COc1ccccc1N1CCN([C@@H]2[C@H](O)[C@H](CO)O[C@@H]2CNCc2cccc(Cl)c2)CC1	?	1%	-3%	13	13%	-13%	8%
Cc1cc2ncc(C(=O)NCCc3ccccn3)cn2n1	1%[88.5 µM]	nt	-17%[138 µM]	-1	110%[activator][87.6 µM]	-4%[172 µM]	4%[87.6 µM]
Cc1nc(N2CCC(NC(=O)c3ccsc3)CC2)cc(C(F)(F)F)n1	i	-3%	-21%	-12	19%	?	-2%
COc1ccc(NC(=O)Cn2cnc3ccc(S(=O)(=O)N4CCC(C)CC4)cc3c2=O)c(OC)c1	nt	nt	nt	15	?	nt	-4%
O=C(NCCSc1c[nH]c2ccccc12)c1ccccc1Cl	nt	nt	nt	-6	-24%	nt	5%
CC(=O)C1=C(c2ccc(Cl)c(Cl)c2)N(C(C)=O)n2cnnc2S1	nt	nt	nt	19	?	nt	-27%
CNC(=O)c1ccc(Cn2cc(-c3nccn3C)nn2)o1	i[11.5 µM]	-2%	2%	23	-18%	i	-2%
Cc1nc(C2CCCN(C(=O)CN)C2)cc(N2CCOCC2)n1 (centres undefined)	i	-1%	-7%	5	-20%	-11%	-15%
COCC1CN(Cc2cccc(C(F)(F)F)c2)CC12CCNCC2 (centres undefined)	-3%	0%	?	3	6%	89µM*	-19%
Cc1ccc(N(C)S(=O)(=O)c2ccc3[nH]c(=O)ccc3c2)cc1	nt	nt	nt	14	143%[activator]	nt	-4%
CN(C)S(=O)(=O)N1CCN(C(=O)Cn2nc3c(cc2=O)CCCCC3)CC1	i	-8%	3%	4	12%	-4%	-4%
Nc1nc2nc(-c3ccc(Cl)cc3)cc(C(F)(F)F)n2n1	nt	nt	nt	3	20%	nt	?
CCOc1ccccc1Oc1nc(C)nc2c1oc1ccccc12	nt	nt	nt	23	26%	nt	-7%
CN1CCN(c2cc(=O)c3ccnc(-c4ccccc4Oc4ccccc4)c3o2)CC1	?	-2%[172 µM]	?	-5	8%[87.6 µM]	0%[172 µM]	-24%[87.6 µM]
